# High-throughput results as filed in PubChem.
# TbPYK inhibitor – qHTS of Trypanosoma Brucei Inhibitors | Potency, µM (titrated, usually from 76.8 µM), for the others: top-dose activity, negative = inhibition, hits mostly inhibitors | AID 624173, 2012 | actives 0.12% (n = 410,000) | pyruvate kinase (Trypanosoma brucei), Q57TT1 | TbPYK enzyme, Kinase-Glo Plus ATP luminescence, 45 min; active means well fitted inhibition curve with a large enough effect; inconclusive means small, poorly fitted or top-dose-only effect; further: nearly all actives have a fitted effect of over 50% in size
#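 Enzyme and substrate buffer are dispensed first and compound is pin-transferred. ADP at 130 uM final then starts the reaction, which runs 45 min at room temperature. Detection reagent is added for 10 min before luminescence is imaged.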
# * marks the source's active call; other numbers are inactive results; ? = inconclusive; [ ] = dose if it differs, or a comment. On the % scale 0 is the no-effect control and ±100 the full control effect; potency means the concentration at half of the fitted maximal effect.
SMILES,TbPYK inhibitor
COC(=O)c1ccc(C(=O)OC)c(NC(=O)c2c(-c3ccccc3)noc2C)c1,2%
O=C(COc1ccccc1)Nc1nnc(SCc2cc(=O)c3ccccc3[nH]2)s1,?
COc1cc(NC(=O)CSc2nccn2C)cc(OC)c1OC,-2%
CC(C)CCn1c(SCc2ccc(F)cc2Cl)nc2ccsc2c1=O,3%
Cc1ccc(-c2nn(-c3cccc([N+](=O)[O-])c3)c3c2cnc2ccc(F)cc23)cc1,-2%
CCOc1ccccc1NC(=O)N(Cc1ccc(C)o1)C1CCN(C(C)=O)CC1,-1%
COCCNC(=O)c1cccc(Nc2nc3ccccc3n3nnnc23)c1,1%
COc1ccccc1CNC(=O)CSc1nc2nc(C)c(Cc3ccccc3C)c(C)n2n1,-4%
COc1ccc(N2CCN(C(=O)c3ccc(C)c(NC(=O)c4nsc5ccccc45)c3)CC2)cc1,2%
CCOC(=O)c1ccc(NC(=O)CSc2cc(=O)n(CC)c3ccccc23)cc1,?
O=C(CCn1c(=O)c2cccn2c2cccnc21)NCc1cccc(Br)c1,1%
Cc1ccc2c(=O)cc(C(=O)N(Cc3ccc(N(C)C)cc3)C3CCS(=O)(=O)C3)oc2c1 (stereo not given),-9%
N#CCCn1c(=O)c(-c2cc(F)cc(F)c2)nc2cnc(Oc3cccc(Cl)c3)nc21,2%
CCOc1ccccc1NC1(c2ccccc2)C(=O)c2ccccc2C1=O,-5%
Cc1cccn2cc(-c3cccc(NS(=O)(=O)c4ccc(Cl)c(Cl)c4)c3)nc12,-5%
CN(C)c1ccc(C(=O)Nc2cccc(-c3nc4cccnc4s3)c2)cc1,1%
CCOc1ccc(N(CC)C(=O)CSc2n[nH]c(-c3ccccc3)n2)cc1,-1%
Nc1ncnc(Nc2ccc(Cl)cc2)n1,-2%
CCN(CC)c1ccc(NC(=O)Cn2c3ncccc3c(=O)n2-c2ccccc2)c(C)c1,4%
COc1ccccc1NC(=O)c1cc(C2CC2)nc2c1c(C)nn2-c1ccc(C)cc1,-2%
Cc1cccc(C(C)C)c1NC(=O)Cn1c(=O)oc2cc(S(=O)(=O)N3CCCC3)ccc21,3%
CC(C)OCCCn1c(SCC(=O)c2ccccc2)nc2c(sc3ccccc32)c1=O,11%
CCC(=O)N1c2ccccc2CC1C(=O)NCCN1CCN(c2cccc(C)c2C)CC1 (stereo not given),-2%
CCCC(=O)N1CC(=O)Nc2ccc(Cl)cc2C1c1ccccc1 (stereo not given),3%
CCOc1ccc(C(=O)Nc2c(C(=O)c3ccc(OC)cc3)oc3ccccc23)cc1,-1%

# A few values from above.
# `CCOc1ccccc1NC1(c2ccccc2)C(=O)c2ccccc2C1=O` – TbPYK inhibitor: -5%
# `COc1ccccc1NC(=O)c1cc(C2CC2)nc2c1c(C)nn2-c1ccc(C)cc1` – TbPYK inhibitor: -2%
# `Cc1ccc2c(=O)cc(C(=O)N(Cc3ccc(N(C)C)cc3)C3CCS(=O)(=O)C3)oc2c1` (stereo not given) – TbPYK inhibitor: -9%

# Other compounds:
SMILES,TbPYK inhibitor
COc1ccc(-c2nn(-c3ccccc3)cc2C(=O)Nc2ccccc2OC)cc1,-8%
CCCc1cc(N2CCN(c3ccccc3F)CC2)n2cnnc2n1,0%
Cc1nc2cccnc2n1-c1cccc(C(=O)NCCc2ccc(S(N)(=O)=O)cc2)c1,-3%
CCNc1ccc(-c2nc(-c3ccccn3)no2)cc1[N+](=O)[O-],-13%
COC(=O)c1ccc(CSc2nc3c([nH]c4ccccc43)c(=O)n2-c2cc(C)cc(C)c2)o1,1%
CCC1CN(C(=O)Nc2ccc(C)c(F)c2)c2ccccc2S1 (stereo not given),-1%
Cc1ccc2c(c1)N(C(=O)CCC(=O)NCc1cccc(F)c1)CC(C)O2 (stereo not given),0%
COc1ccc(C2N=C(N)Nc3nc4ccccc4n32)c(OC)c1OC (stereo not given),-12%
Cc1ccc(/C=C/c2onc(C)c2S(=O)(=O)N2CCC(C(=O)NCc3ccc(Cl)cc3)CC2)cc1,1%
O=C(Nc1ccc2nc(SCCOc3ccccc3Cl)sc2c1)c1ccc2c(c1)OCO2,-2%
Cc1ccc(N(C(=O)c2cccc(C)c2)S(=O)(=O)c2ccc(Cl)cc2)cc1,3%
CCOC(=O)c1[nH]c(C)c(CCC(=O)NC(C)c2ccccc2)c1C (stereo not given),-4%
COc1ccc(C(=O)NCc2ccc3c(c2)CCN3C(=O)c2cccc(C)c2)cc1OC,3%
CCc1nnc(SCc2nc(-c3ccccc3Cl)oc2C)c2cc3sc(C)cc3n12,2%
CCOc1ccc(NC(=O)c2cc(S(=O)(=O)N3CCCC3)c[nH]2)cc1,0%
CCOc1ccccc1NC(=O)c1cc2c(=O)oc3ccccc3c2s1,0%[15.4 µM]
CC(C)c1ccccc1NC(=O)C(Cc1c[nH]c2ccccc12)NC(=O)OC(C)(C)C (stereo not given),0%
Cc1c(Cl)cccc1-n1ncc(C(=O)NC2CCCC2)c1C1CCN(C(=O)OC(C)(C)C)CC1,4%
CC1CCN(C(=O)Cn2ncc3c4ccccc4n(Cc4ccc(Cl)cc4)c3c2=O)CC1,2%
O=C(NCC(c1cccnc1)N1CCN(Cc2ccccc2)CC1)C(=O)Nc1ccc(F)cc1 (stereo not given),0%
Cc1ccccc1OCC(=O)Nc1ccccc1C(=O)OCc1cc(=O)n2nc(C3CC3)sc2n1,-1%
COc1cccc(CNC(=O)CN(C)S(=O)(=O)c2ccc3[nH]c4c(c3c2)CCCC4)c1,1%
CCOC(=O)c1ccc(NC(=O)C(CC)Sc2nnc3c4ccccc4n(C)c3n2)cc1 (stereo not given),-11%
Cc1coc2cc3oc(=O)c(CCC(=O)NCc4ccccc4Cl)c(C)c3cc12,2%
c1ccc(-c2nnc(CN3CCN(c4ccccn4)CC3)o2)cc1,-3%

# New compounds follow:
SMILES,TbPYK inhibitor
Clc1cccc(-c2csc(-c3nc(-c4ccc(Br)s4)cs3)n2)c1,0%
Cc1cc(C)n(-c2nc(C)c(C)c(=O)n2CC(=O)Nc2ccc(Cl)c(Cl)c2)n1,-2%
O=C(Nc1ccccc1C(F)(F)F)c1noc2c1CCCCC2,1%
CCc1cc(C(=O)NCc2ccc(F)cc2)no1,-2%
CCCCNc1oc(-c2ccc(COc3ccccc3C)o2)nc1C#N,-25%
COC(=O)c1ccc(NC(=O)N2CCC(CN3CCc4ccccc4C3)CC2)cc1,4%
CCCCNc1nc2c(-c3cccc(Br)c3)nnn2c2ccccc12,8%
CCOC(=O)CSc1nc2c(sc3cccc(F)c32)c(=O)n1Cc1ccc(OC)cc1,6%
CCCOc1cccc(C2c3c(-c4ccccc4O)n[nH]c3C(=O)N2Cc2ccco2)c1 (stereo not given),1%
CCc1nnc(NC(=O)c2nc(SCc3cccc(C)c3)ncc2Cl)s1,-2%
CSc1ncc(C(=O)N2CCN(c3cc(Cl)ccc3C)CC2)c(C)n1,-13%
O=C(Cn1c(=O)nc(-c2ccccc2)c2ccccc21)NCc1ccc(Cl)cc1,2%
Cn1cccc1C(=O)N1CCC[C@@]2(CCN(C(=O)Nc3cccc(F)c3)C2)C1,0%
Cc1cccc(CNC(=O)CN2C(=O)CCCc3ccccc32)c1,3%[15.4 µM]
COc1ccc(C(=O)N(Cc2cc(OC)c(OC)c(OC)c2)C2CCS(=O)(=O)C2)cc1Cl (stereo not given),1%
CCOc1ccc(CN2CCN(Cc3ccc4c(c3)c3ccccc3n4CC)CC2)cc1,-11%
CO[C@@]1(NC(=O)CSC(F)F)C(=O)N2C(C(=O)O)=C(CSc3nnnn3CCO)CO[C@@H]21,-9%
Cc1cccc(C(=O)Nc2nc(-c3nnn(-c4cc(F)ccc4F)c3C)ns2)c1,0%
Cc1cc(-n2c(/C=C/c3cccs3)nc3ccccc3c2=O)ccc1Br,6%
Cc1ccc(CNC(=O)c2oc3ccc(S(=O)(=O)N4CCC(C)CC4)cc3c2C)cc1,1%
COc1cc2nc(NCCC(C)C)n3nc(-c4ccccc4)nc3c2cc1OC,1%
CCOc1ccc(NC(=O)Cn2c(=O)n(CC3CCC(C(=O)NCCc4ccccc4)CC3)c(=O)c3ccccc32)cc1 (stereo not given),-3%
O=C(c1ccccc1)n1nc(-c2ccccc2)nc1NCc1ccc(F)cc1,8%
Cc1ccc(NC(=O)CSc2nc3ccccc3c(=O)n2CCC(=O)NC2CCCCC2)cc1C,-7%
CCCC(=O)Nc1ccc(NC(=O)c2sc3ccccc3c2Cl)cc1,-1%

# 7 entries from above, arranged by molar mass, highest first:
SMILES,TbPYK inhibitor
CCOc1ccc(NC(=O)Cn2c(=O)n(CC3CCC(C(=O)NCCc4ccccc4)CC3)c(=O)c3ccccc32)cc1 (stereo not given),-3%
CO[C@@]1(NC(=O)CSC(F)F)C(=O)N2C(C(=O)O)=C(CSc3nnnn3CCO)CO[C@@H]21,-9%
CCCOc1cccc(C2c3c(-c4ccccc4O)n[nH]c3C(=O)N2Cc2ccco2)c1 (stereo not given),1%
O=C(Cn1c(=O)nc(-c2ccccc2)c2ccccc21)NCc1ccc(Cl)cc1,2%
Cn1cccc1C(=O)N1CCC[C@@]2(CCN(C(=O)Nc3cccc(F)c3)C2)C1,0%
O=C(c1ccccc1)n1nc(-c2ccccc2)nc1NCc1ccc(F)cc1,8%
CCCCNc1oc(-c2ccc(COc3ccccc3C)o2)nc1C#N,-25%

# (further entries)
SMILES,TbPYK inhibitor
Cc1cn2c(=O)c(S(=O)(=O)Nc3ccc(N4CCOCC4)cc3)c(C)nc2s1,4%
O=C(NCc1ccccc1Cl)c1cnc2sc(N3CCOCC3)nn2c1=O,3%
CCOc1ccc(CCNc2nc3c(-c4ccc(C)cc4)nnn3c3ccccc23)cc1OCC,-9%
CCN(C(=O)Cn1c(SCC(=O)Nc2ccc(OC)cc2)nc2ccccc21)c1cccc(C)c1,-14%
COc1ccc(OC)c(C2C(C(=O)Nc3ccccc3OC)=C(C)Nc3c(C(=O)Nc4ccc(F)cc4)cnn32)c1 (stereo not given),1%
Cc1sc2ncn(CC(=O)Nc3ccc(C(F)(F)F)cc3)c(=O)c2c1S(=O)(=O)N1CCN(C)CC1,1%
O=C(NCCCN1CCN(c2cccc(Cl)c2)CC1)c1nnc(Cc2ccc(F)cc2Cl)o1,0%
CCOc1ccc(N(C(=O)CC(C)C)S(=O)(=O)c2ccc3c(c2)oc(=O)n3C)cc1,0%
CCCCS(=O)CC(O)CSc1nc(-c2ccc(OC)cc2)cc(-c2ccccc2)c1C#N (stereo not given),-7%
CCc1ccccc1NC(=O)C(=O)NCCCN1CCOCC1,-4%
O=C(c1ccncc1)N1CCC2(CCCN(C(c3ccccc3)c3ccccc3)C2)CC1,0%
CCC(=O)N1CCc2cc(S(=O)(=O)NC(CC(C)C)C(=O)NCc3ccc(F)cc3)ccc21 (stereo not given),-12%
Cc1cccc(NC(=O)N2CC(=O)Nc3sc4c(c3C2c2ccccc2)CCCC4)c1C (stereo not given),-2%
Cc1cc(N2CCC(C(=O)Nc3ccc(Cl)cc3)CC2)n2nc(C)c(-c3ccc(Cl)cc3)c2n1,-3%
Cc1ccc(NC(=O)Cn2cc(C(=O)c3ccccc3)c3ccccc32)c(C)c1,4%
COc1cccc(C(=O)Nc2nc(-c3nnn(-c4cccc(Cl)c4C)c3C)ns2)c1,1%
CC(C)(C)C1CCc2onc(C(=O)Nc3sc4c(c3C(N)=O)CCCC4)c2C1 (stereo not given),-10%
Cc1nn(CC(=O)N2CCC(C)CC2)c(=O)c2cc3sccc3n12,-3%
COc1ccc(N2CC(NC(=O)/C=C\c3ccc4c(c3)OCO4)CC2=O)cc1 (stereo not given),-4%
Cc1ccc(-n2nc3ccc(NC(=O)c4cc5ccccc5o4)cc3n2)cc1,1%
Cc1cc(C)cc(C(=O)Nc2nnc3n2CCS3)c1,-5%
Cc1ccc(COC(=O)c2ccc(-c3nnn(Cc4ccc(C)cc4)n3)cc2)cc1,3%
O=C(Nc1ccc(F)c(Cl)c1)C1CCN(S(=O)(=O)c2ccc3[nH]c(=O)ccc3c2)CC1,0%
COc1ccccc1C(=O)Nc1cccc(C(=O)OCc2cc(=O)n3nc(C4CC4)sc3n2)c1,1%
Cc1ccc(CNC(=O)c2cnn3c(C)c(Cc4c(F)cccc4Cl)c(C)nc23)cc1,-4%

# (continued)
SMILES,TbPYK inhibitor
CCOC(=O)CSc1nc2sc3c(c2c(=O)n1-c1ccc(OC)cc1)CC(C(C)C)OC3 (stereo not given),-2%
COc1ccc(CCC(=O)NC2CC(=O)N(c3ccc(C)c(C)c3)C2)cc1 (stereo not given),7%
COc1ccc(OC)c(NC(=O)c2cnn(-c3ccc(C)cc3)c2C2CCNCC2)c1,-8%
CCCCCSc1nnc2c(n1)[nH]c1c(C)cccc12,0%
Brc1cccc(-c2nnn3c2nc(NC2CCCCC2)c2ccccc23)c1,-2%
COc1cccc(C(=O)Nc2ccc3oc(-c4cccc5c(Br)cccc45)nc3c2)c1,-4%
Cc1ccc(CN(C(=O)COc2ccc(C(C)C)cc2)C2CCS(=O)(=O)C2)o1 (stereo not given),-7%
Cc1ccc(C)c(CNC(=O)CN2C(=O)CSc3ccc(S(=O)(=O)N(C)C)cc32)c1,-3%

# Nothing new here: an excerpt of the list.
SMILES,TbPYK inhibitor
Cc1ccc(CNC(=O)c2cnn3c(C)c(Cc4c(F)cccc4Cl)c(C)nc23)cc1,-4%
CCOC(=O)CSc1nc2sc3c(c2c(=O)n1-c1ccc(OC)cc1)CC(C(C)C)OC3 (stereo not given),-2%
COc1ccc(CCC(=O)NC2CC(=O)N(c3ccc(C)c(C)c3)C2)cc1 (stereo not given),7%
COc1ccc(OC)c(NC(=O)c2cnn(-c3ccc(C)cc3)c2C2CCNCC2)c1,-8%
CCCCCSc1nnc2c(n1)[nH]c1c(C)cccc12,0%
Brc1cccc(-c2nnn3c2nc(NC2CCCCC2)c2ccccc23)c1,-2%

# Some of the compounds tested; rates above refer to the full screens.
